NSD2 inh: NSD2 histone methyltransferase inhibitors, primary screen, biochemical, AlphaScreen, single concentration, set 2; inhibition, % at 12.5 µM; 310,000 compounds, 0.54% hits; AID 743445, 2014; NSD2 peptide methylation, 120 min; Histone-lysine N-methyltransferase NSD2 (Homo sapiens), O96028; in the data active = inhibition above about 50%
Target sequence (O96028 whole entry, looked up): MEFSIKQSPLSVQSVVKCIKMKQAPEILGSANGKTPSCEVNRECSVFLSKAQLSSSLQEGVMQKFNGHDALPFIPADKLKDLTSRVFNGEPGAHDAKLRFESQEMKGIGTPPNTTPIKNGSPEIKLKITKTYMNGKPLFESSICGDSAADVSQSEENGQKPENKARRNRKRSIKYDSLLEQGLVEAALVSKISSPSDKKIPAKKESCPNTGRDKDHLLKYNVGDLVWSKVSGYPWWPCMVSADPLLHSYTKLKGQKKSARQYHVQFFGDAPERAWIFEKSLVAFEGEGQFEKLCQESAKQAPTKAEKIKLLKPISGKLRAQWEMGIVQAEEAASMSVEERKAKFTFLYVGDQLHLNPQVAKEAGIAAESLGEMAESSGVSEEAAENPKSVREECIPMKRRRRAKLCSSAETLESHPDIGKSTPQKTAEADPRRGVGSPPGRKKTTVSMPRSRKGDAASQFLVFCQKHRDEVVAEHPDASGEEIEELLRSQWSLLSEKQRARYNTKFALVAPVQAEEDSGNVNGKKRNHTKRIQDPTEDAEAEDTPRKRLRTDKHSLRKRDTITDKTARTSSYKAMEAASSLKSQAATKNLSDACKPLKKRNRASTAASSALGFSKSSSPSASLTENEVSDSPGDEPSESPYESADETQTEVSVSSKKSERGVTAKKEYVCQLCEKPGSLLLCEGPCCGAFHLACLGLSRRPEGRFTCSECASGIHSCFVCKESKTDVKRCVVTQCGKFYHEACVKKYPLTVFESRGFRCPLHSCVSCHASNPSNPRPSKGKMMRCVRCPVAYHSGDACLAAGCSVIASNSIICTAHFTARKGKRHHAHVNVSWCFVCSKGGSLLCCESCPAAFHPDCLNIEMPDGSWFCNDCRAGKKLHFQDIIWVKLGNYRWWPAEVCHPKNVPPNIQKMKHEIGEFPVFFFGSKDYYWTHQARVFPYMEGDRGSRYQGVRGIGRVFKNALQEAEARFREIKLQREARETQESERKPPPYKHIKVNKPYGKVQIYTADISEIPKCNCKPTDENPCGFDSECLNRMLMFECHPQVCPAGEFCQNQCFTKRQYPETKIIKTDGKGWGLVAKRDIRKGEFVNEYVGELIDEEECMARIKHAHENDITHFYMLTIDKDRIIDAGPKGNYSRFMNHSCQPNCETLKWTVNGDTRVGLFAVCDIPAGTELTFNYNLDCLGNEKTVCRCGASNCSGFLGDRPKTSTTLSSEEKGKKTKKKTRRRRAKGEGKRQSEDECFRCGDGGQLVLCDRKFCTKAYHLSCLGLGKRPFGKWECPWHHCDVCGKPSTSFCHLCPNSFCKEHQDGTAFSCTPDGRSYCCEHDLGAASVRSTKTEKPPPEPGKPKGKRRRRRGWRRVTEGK
PvdQ acylase: P. aeruginosa PvdQ acylase inhibitors, primary screen, biochemical, fluorescence, plate reader and imaging, single point. 340,000 compounds, 0.063% hits. purified PvdQ acylase. AID 488965, 2010. inhibition, % at 10 µM. PvdQ acylase [Pseudomonas aeruginosa LESB58]; in the data active = inhibition above about 30%, passing the limit was not always enough;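 also: 0% = vehicle neutral wells and 100% = reference inhibitor wells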
dFosB act: activators of delta FosB homodimer, primary screen, biochemical, fluorescence polarization, TAMRA-CDK5 oligo, single point. purified delta FosB; percent of positive-control signal above neutral wells. activation, % at 25 µM. 340,000 compounds, 0.99% hits. AID 493131, 2011;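 active = mean activation above about 17%, with every replicate also reaching it, limit read from the data, passing the limit was not always enough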;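 also: fluorescence polarization rise as delta FosB binds a TAMRA Cdk5 AP-1 oligo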
Rtt109 HAT inh: inhibitors of C. albicans Rtt109/Vps75 HAT, primary screen, biochemical, ThioGlo CoA-SH fluorescence, plate reader; Histone acetyltransferase RTT109 (Candida albicans (strain SC5314 / ATCC MYA-2876)), …; purified Rtt109/Vps75, 4 h; inhibition, % at 34.9 µM; 330,000 compounds, 0.16% hits;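 active = inhibition of at least 50% in every replicate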
C-LANA FP: inhibitors of KSHV C-LANA binding to DNA, primary screen, biochemical, fluorescence polarization, FAM-LBS DNA, MBP-C-LANA, single point; 340,000 compounds, 0.078% hits; Kaposi's sarcoma herpesvirus LANA C-terminal domain (residues 932-1162) DNA binding; inhibition, % at 9 µM;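 active = highest replicate inhibition at or above 60% at 9 µM, even if other replicates fall short; inactive = all replicates below 60% inhibition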;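 also: 0% = neutral control wells and 100% = 4 µM acridine orange control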
Mot1-301 SUMO: yeast Mot1-301 growth rescue at high temperature, primary screen, SUMOylation pathway inhibitor project, S. cerevisiae, ATP luminescence, 38.5C | S. cerevisiae Mot1-301 growth rescue; percent above DMSO median, 100 means doubled | growth rescue, % at 18.8 µM | 320,000 compounds, 1% hits;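 active = every valid replicate shows activation above 250% relative to neutral control wells; inactive = the rest, any valid replicate at or below 250%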;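 also: OY570 slx delta 5 strain wells were the positive control but not used for scaling; some compounds called inactive have numbers as strong as hits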
Cardiac RTF inh: cardiac RTF calcium sensitivity inhibitors, primary screen, biochemical, IANBD-TnC fluorescence, EC70 calcium. inhibition, % at 7.15 µM. 340,000 compounds, 0.12% hits. IANBD-labeled cardiac RTF, Ca2+ fluorescence. AID 493244, 2011. Troponin I, cardiac muscle (Homo sapiens) + Troponin T, cardiac muscle (Homo sapiens) + …;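 active = inhibition above the mean inhibition of all tested compounds plus 3 SD, cut at about 17% in these data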;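 also: assay run at fixed EC70 calcium of 1.6 mM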
PfHsp90 set2: growth inhibition of PfHsp90-expressing yeast, primary screen, antimalarial PfHsp90 inhibitor project, S. cerevisiae, BacTiter-Glo luminescence, single point, set 2; BacTiter-Glo ATP, 48 h; yeast lacking PDR1 and PDR3 efflux regulators; inhibition, % at 9.4 µM; 310,000 compounds, 0.32% hits;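 active = every replicate shows inhibition above about 80%, whatever the replicate mean, limit read from the data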;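 also: 0% = DMSO neutral controls and 100% = 20 µM radicicol positive controls; yeast relying on Plasmodium falciparum Hsp90 in place of its own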
CDK5 p35 inh: inhibitors of human CDK5/p35 kinase, primary screen, biochemical, single concentration; Cyclin-dependent kinase 5 (Homo sapiens) + Cyclin-dependent kinase 5 activator 1 (Homo …; Recombinant CDK5/p35, ADP-Glo luminescence, 60 min; inhibition, % at 10 µM; 330,000 compounds, 0.01% hits; AID 488839, 2010;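 active = highest replicate inhibition of at least 50% and at least 75% of replicates reaching 50%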;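 also: plate controls were DMSO neutral control for no effect and GW8510 at 10 µM for full effect; many of its hits are not listed in these tables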
Keap1 Nrf2 FP: Keap1-Nrf2 protein-protein interaction inhibitors, primary screen, biochemical, fluorescence polarization, single point | 340,000 compounds, 0.15% hits | inhibition, % at 9.4 µM | Keap1 Kelch-Nrf2 peptide fluorescence polarization, 1536-well; in the data active = inhibition above about 12%;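 also: human Keap1 Kelch domain with fluorescein labeled Nrf2 9mer peptide probe; 0% = neutral control wells and 100% = peptide positive control; higher means more block of Keap1 binding to Nrf2 peptide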
cardiac RTF act: cardiac RTF calcium sensitivity activators, primary screen, biochemical, IANBD-TnC fluorescence, EC20 calcium; Troponin I, cardiac muscle (Homo sapiens) + Troponin T, cardiac muscle (Homo sapiens) + …; IANBD-labeled TnC RTF fluorescence at EC20 calcium; 0% EC20 calcium, 100% full calcium; activation, % at 7.2 µM; 340,000 compounds, 0.24% hits; AID 493008, 2010;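 active = activation above the mean over all tested compounds plus 3 SD, cut at about 30% in these data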;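 also: rise in fluorescence read as greater calcium sensitivity of cardiac thin filaments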
Numbers without * were called inactive.

Screening COc1c(C)cc(C(=O)C2CCCN(C(=O)/C=C/c3ccccn3)C2)cc1C (configuration not stated) returned NSD2 inh 2, PvdQ acylase 4, dFosB act -1, Rtt109 HAT inh -12, C-LANA FP -0.4, Mot1-301 SUMO -9, Cardiac RTF inh -3, PfHsp90 set2 -6, CDK5 p35 inh 1.7, Keap1 Nrf2 FP 1 and cardiac RTF act 3.
`N#C/C(=C\c1cccc([N+](=O)[O-])c1)C(=O)Nc1cccnc1` gave NSD2 inh 1, PvdQ acylase -3, dFosB act -11, Rtt109 HAT inh -5, C-LANA FP -0.2, Mot1-301 SUMO -8, Cardiac RTF inh -11, CDK5 p35 inh -1.2, Keap1 Nrf2 FP 1 and cardiac RTF act 2.
Cn1cc(CN2CCN(Cc3cccnc3)CC2)c(-c2ccc3c(c2)OCCO3)n1 was read as NSD2 inh 1, PvdQ acylase 0, dFosB act -7, Rtt109 HAT inh -7, C-LANA FP 0.3, Cardiac RTF inh -16, PfHsp90 set2 -5, CDK5 p35 inh 1.4, Keap1 Nrf2 FP 3 and cardiac RTF act 0.
`CCOC(=O)N/N=C\c1cccc(OC)c1` gave NSD2 inh 39, PvdQ acylase -14, dFosB act -3, Rtt109 HAT inh -6, C-LANA FP 0.6, Mot1-301 SUMO 1, Cardiac RTF inh 9, PfHsp90 set2 -16, CDK5 p35 inh -0.7, Keap1 Nrf2 FP -3 and cardiac RTF act 4.
Screening CCOc1ccc(NC(=O)CCc2nnc3ccc(N4CCN(C)CC4)nn23)cc1 returned NSD2 inh 0, PvdQ acylase 13, dFosB act -4, Rtt109 HAT inh 6, C-LANA FP 2.2, Mot1-301 SUMO 9, Cardiac RTF inh 1, PfHsp90 set2 -9, CDK5 p35 inh -0.2, Keap1 Nrf2 FP 5 and cardiac RTF act -7.
`O=C(NCCO)c1cccc(Cl)c1` gave NSD2 inh -7, PvdQ acylase -14, dFosB act -2, Rtt109 HAT inh 4, C-LANA FP -1.5, Mot1-301 SUMO 7, Cardiac RTF inh 1, CDK5 p35 inh -6.0, Keap1 Nrf2 FP -8 and cardiac RTF act 8.
`COc1ccc(NC(=O)COC(=O)[C@@H]2CCCN2C(=O)c2cccs2)cc1` gave NSD2 inh 0, PvdQ acylase -16, dFosB act -5, Rtt109 HAT inh 9, C-LANA FP -1.7, Mot1-301 SUMO -15, Cardiac RTF inh -7, PfHsp90 set2 -9, CDK5 p35 inh -0.1, Keap1 Nrf2 FP -2 and cardiac RTF act 0.
`COC(=O)CCc1c(C)c(C(=O)c2cc(OC)c(OC)c(OC)c2)c2ccccn12` gave NSD2 inh 2, PvdQ acylase -1, dFosB act 0, Rtt109 HAT inh 8, C-LANA FP -0.1, Mot1-301 SUMO -17, Cardiac RTF inh 1, PfHsp90 set2 -4, CDK5 p35 inh -0.5, Keap1 Nrf2 FP -1 and cardiac RTF act -1.
`COC(=O)c1ccc(OC(=O)CCN2C(=O)C3C4c5ccccc5C(c5ccccc54)C3C2=O)cc1` (configuration not stated) gave NSD2 inh 1, PvdQ acylase -20, dFosB act -3, Rtt109 HAT inh -1, C-LANA FP -0.2, Mot1-301 SUMO -6, Cardiac RTF inh -12, PfHsp90 set2 -21, CDK5 p35 inh 0.2, Keap1 Nrf2 FP -5 and cardiac RTF act -6.
`CCS(=O)(=O)C1=NSC2=NC(=O)/C(=C\c3ccc(OS(=O)(=O)c4ccccc4)cc3)C(=N)N21` gave NSD2 inh 29, PvdQ acylase 6, dFosB act -2, Rtt109 HAT inh 25, C-LANA FP -0.3, Mot1-301 SUMO -10, Cardiac RTF inh 8, PfHsp90 set2 0, CDK5 p35 inh -1.2, Keap1 Nrf2 FP -1 and cardiac RTF act 6.

Reprinted at random: two compounds from above
Screening CCOc1ccc(NC(=O)CCc2nnc3ccc(N4CCN(C)CC4)nn23)cc1 returned NSD2 inh 0, PvdQ acylase 13, dFosB act -4, Rtt109 HAT inh 6, C-LANA FP 2.2, Mot1-301 SUMO 9, Cardiac RTF inh 1, PfHsp90 set2 -9, CDK5 p35 inh -0.2, Keap1 Nrf2 FP 5 and cardiac RTF act -7.
`COC(=O)CCc1c(C)c(C(=O)c2cc(OC)c(OC)c(OC)c2)c2ccccn12` gave NSD2 inh 2, PvdQ acylase -1, dFosB act 0, Rtt109 HAT inh 8, C-LANA FP -0.1, Mot1-301 SUMO -17, Cardiac RTF inh 1, PfHsp90 set2 -4, CDK5 p35 inh -0.5, Keap1 Nrf2 FP -1 and cardiac RTF act -1.

(listing goes on)
For O=S(=O)(Nc1cccnc1)c1cccnc1 the results were NSD2 inh 3, PvdQ acylase 12, dFosB act 1, Rtt109 HAT inh 4, C-LANA FP 1.6, Cardiac RTF inh -1, PfHsp90 set2 15, CDK5 p35 inh -3.4, Keap1 Nrf2 FP -7 and cardiac RTF act -9.
For COc1ccc(C2SC[C@@H](C(=O)O)N2C(C)=O)cc1 (some centres not stated) the results were NSD2 inh -2, PvdQ acylase -15, dFosB act 9, Rtt109 HAT inh -3, C-LANA FP 0.6, Mot1-301 SUMO -14, Cardiac RTF inh 0, PfHsp90 set2 -13, CDK5 p35 inh -1.0, Keap1 Nrf2 FP -4 and cardiac RTF act 0.
Screening O=C1c2cccnc2C(=O)N1Cc1ccc(S(=O)(=O)NCc2ccco2)s1 returned NSD2 inh 0, PvdQ acylase 5, dFosB act -7, Rtt109 HAT inh 0, C-LANA FP -1.5, Mot1-301 SUMO -3, Cardiac RTF inh 4, PfHsp90 set2 33, CDK5 p35 inh -11, Keap1 Nrf2 FP -4 and cardiac RTF act -2.
COCCCNc1nc2ccccc2nc1NS(=O)(=O)c1ccccc1 was read as PvdQ acylase -8, dFosB act 5, Rtt109 HAT inh -16, C-LANA FP -0.3, Mot1-301 SUMO 7, Cardiac RTF inh 9, PfHsp90 set2 8, CDK5 p35 inh 2.2, Keap1 Nrf2 FP -2 and cardiac RTF act -1.
C=CCNC(=O)CC12CC3CC(C1)CC(CC(=O)NCC=C)(C3)C2 was read as NSD2 inh -2, PvdQ acylase -12, dFosB act 5, Rtt109 HAT inh -1, C-LANA FP -1.4, Mot1-301 SUMO 767, Cardiac RTF inh -2, PfHsp90 set2 -17, CDK5 p35 inh -0.1, Keap1 Nrf2 FP -5 and cardiac RTF act 0.
`CCCc1cc(=O)[nH]c(SCC(=O)NCC2COc3ccccc3O2)n1` (configuration not stated) gave NSD2 inh -1, PvdQ acylase 5, dFosB act -5, Rtt109 HAT inh 38, C-LANA FP 1.3, Cardiac RTF inh 4, PfHsp90 set2 -14, CDK5 p35 inh -1.2, Keap1 Nrf2 FP 5 and cardiac RTF act 0.
`CCc1nnc(NC(=O)CC(CN(C)S(=O)(=O)c2ccccc2)c2ccccc2)s1` (configuration not stated) gave PvdQ acylase -4, dFosB act 1, Rtt109 HAT inh 23, C-LANA FP -0.4, Mot1-301 SUMO 26, Cardiac RTF inh -3, PfHsp90 set2 -6, CDK5 p35 inh 0.3, Keap1 Nrf2 FP 5 and cardiac RTF act -8.
`Cc1onc(-c2ccccc2Cl)c1C(=O)OCC(=O)N1CCCCC1` gave NSD2 inh -1, PvdQ acylase -2, dFosB act -2, Rtt109 HAT inh -3, C-LANA FP 0.6, Mot1-301 SUMO 9, Cardiac RTF inh -4, PfHsp90 set2 1, CDK5 p35 inh 0.8, Keap1 Nrf2 FP -4 and cardiac RTF act -3.
Screening COCCOc1cc(NC(=O)c2ccccc2)c(Cl)cc1Cl returned NSD2 inh -3, PvdQ acylase -1, dFosB act -11, Rtt109 HAT inh -3, C-LANA FP 0.9, Mot1-301 SUMO 178, Cardiac RTF inh -1, PfHsp90 set2 12, CDK5 p35 inh -3.3, Keap1 Nrf2 FP -5 and cardiac RTF act 6.
CCOC(=O)c1c(C2CC2)csc1NC(=O)COC(=O)c1cc(OC)c(OC)cc1[N+](=O)[O-] was read as NSD2 inh -2, PvdQ acylase -17, dFosB act 5, Rtt109 HAT inh 2, C-LANA FP 1.9, Mot1-301 SUMO 11, Cardiac RTF inh -17, PfHsp90 set2 -16, CDK5 p35 inh -0.2, Keap1 Nrf2 FP 1 and cardiac RTF act -6.
Screening O=C(COC(=O)CCc1nc2ccccc2s1)Nc1ccc(S(=O)(=O)N2CCOCC2)cc1 returned NSD2 inh 0, PvdQ acylase 14, dFosB act -1, Rtt109 HAT inh 10, C-LANA FP -1.9, Mot1-301 SUMO -10, Cardiac RTF inh -5, PfHsp90 set2 -13, CDK5 p35 inh 2.2, Keap1 Nrf2 FP -2 and cardiac RTF act 6.
Screening CCOc1cc(/C=N/NC(=O)c2ccc(=O)n(C)c2)ccc1O returned NSD2 inh 2, PvdQ acylase -10, dFosB act -3, Rtt109 HAT inh -9, C-LANA FP -0.4, Cardiac RTF inh -4, PfHsp90 set2 20, CDK5 p35 inh -0.1, Keap1 Nrf2 FP -4 and cardiac RTF act 0.
For C#Cc1ccc([C@H]2C=C(C(=O)NC3CC3)O[C@@H](OCC)[C@@H]2CCCO)cc1 the results were PvdQ acylase -3, dFosB act -2, Rtt109 HAT inh -11, C-LANA FP 0.8, Mot1-301 SUMO 267, Cardiac RTF inh 0, PfHsp90 set2 4, CDK5 p35 inh 0.0, Keap1 Nrf2 FP 0 and cardiac RTF act -4.
Screening O=S(=O)(N/N=C\c1ccc(-c2ccccc2Cl)o1)c1ccccc1 returned NSD2 inh 15, PvdQ acylase -11, dFosB act -10, Rtt109 HAT inh 0, C-LANA FP -1.3, Mot1-301 SUMO 44, Cardiac RTF inh -5, PfHsp90 set2 -52, CDK5 p35 inh 0.3, Keap1 Nrf2 FP -1 and cardiac RTF act 5.
Screening Cc1ccc(NC(=O)C2CCN(S(=O)(=O)c3c(C)[nH]c(=O)[nH]c3=O)CC2)cc1 returned NSD2 inh 30, PvdQ acylase -10, dFosB act 4, Rtt109 HAT inh 3, C-LANA FP -0.8, Mot1-301 SUMO -2, Cardiac RTF inh 0, PfHsp90 set2 11, CDK5 p35 inh 2.2, Keap1 Nrf2 FP 2 and cardiac RTF act -4.
